Compound activity from PubChem BioAssay.
RSV CPE inhibition = RSV antiviral activity via CPE protection, HEp-2 cells, primary 10 µM value included (AID 2391). HEp-2 cells, RSV-induced CPE inhibition; higher % means a stronger effect. hit rate 0.13% among 310,000. one-dose CPE inhibition, % at 10 µM; IC50 in µM for titrated hits; in the data active = a potency from the dose series; note: strong numbers were not always called active
NS5 inhibitors = Dengue-2 NS5 methyltransferase inhibitors, primary screen, biochemical, confirmation dose response (AID 588689) | hit rate 0.3% among 340,000 | Dengue-2 NS5 methyltransferase capping enzyme assay, biochemical; higher % means a stronger effect | one-dose inhibition, % at 25 µM; IC50 in µM for titrated hits; in the data active = a potency from the dose series
LYP inhibition = PTPN22 lymphoid phosphatase activity blockers – biochemical, fluorescence intensity, uHTS (AID 1779). hit rate 0.054% among 290,000. inhibition, % at 11.5 µM; hits with a dose series show IC50 in µM. recombinant LYP phosphatase, fluorescence intensity; higher % means a stronger effect; in the data active = inhibition above about 50%;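 note: plate controls were vehicle with enzyme for no effect and no enzyme for full effect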
Siah-1 displacement = Siah-1 peptide-binding antagonists, primary screen, biochemical, fluorescence polarization, rhodamine-plectin, uHTS (AID 1817) | hit rate 0.02% among 290,000 | Siah-1 / rhodamine-plectin peptide fluorescence polarization; higher % means a stronger effect | displacement, % at 20 µM; hits with a dose series show IC50 in µM;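 active = displacement of at least 50% at 20 µM, with a fluorescence ratio check between 0.3 and a set limit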;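 note: plate controls were Siah plus tracer with DMSO for no effect and tracer alone without Siah for full effect; strong numbers were not always called active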
XIAP antagonists = XIAP antagonists, biochemical, IAP family, fluorescence polarization (AID 1018) | XIAP BIR domain, fluorescence polarization peptide displacement; higher % means a stronger effect | one-dose displacement, % at 20 µM; IC50 in µM for titrated hits | hit rate 0.007% among 200,000; in the data active = displacement above about 50%; note: a part of the inactive calls stands beside numbers as strong as those of hits
SV40 large T antigen = TAg ATPase/helicase activity blockers – biochemical (AID 1903); SV40 large T antigen ATPase/helicase inhibition assay; higher % means a stronger effect; inhibition, % at 20 µM, or IC50 in µM where a hit was titrated; hit rate 0.39% among 310,000; in the data active = a potency from the dose series; note: strong numbers were not always called active
MgcRacGAP inhibition = MgcRacGAP GTPase-activating activity inhibitors, confirmation, biochemical, ADP Hunter fluorescence | hit rate 0.6% among 340,000 | inhibition, % at 30 µM, or IC50 in µM where a hit was titrated | AID 624330 | MgcRacGAP-stimulated Rac1 GTP hydrolysis, ADP Hunter fluorescence; higher % means a stronger effect; GST-tagged Rac1 F28L mutant substrate;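 active = first-screen hits whose inhibition reached a set limit at any dose in the follow-up dose series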;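 note: fluorescence reports GDP produced by GAP-driven GTP hydrolysis; strong numbers were not always called active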
HIV peptide binding = cell-free HIV fusion peptide-binding blockers – biochemical, uHTS, fluorescence dequenching, primary screen (AID 1986). inhibition, % at 20 µM; hits with a dose series show IC50 in µM. cell-free peptide binding, fluorescence dequenching, 30 min; higher % means a stronger effect. hit rate 0.3% among 290,000; in the data active = inhibition mostly above about 52%, no sharp cut-off; inactive = mostly below about 76%; note: some results filed as inactive read as strong as hits
AID2073 = inhibitors of Mint1-CaV2.2 protein interaction, biochemical, HTRF (AID 2073); HTRF protein-protein interaction, Mint1-CaV2.2; higher % means a stronger effect; one-dose inhibition, % at 20 µM; IC50 in µM for titrated hits; hit rate 0.19% among 290,000; in the data active = inhibition mostly above about 51%, no sharp cut-off; note: some results filed as inactive read as strong as hits
An asterisk follows results filed as active; · = not tested or not shown.

Below each SMILES – HIV peptide binding	Siah-1 displacement	NS5 inhibitors	XIAP antagonists	RSV CPE inhibition	MgcRacGAP inhibition	LYP inhibition	SV40 large T antigen	AID2073
- CCOC(=O)C1=C(COC(=O)CNC(=O)c2ccc(C(C)(C)C)cc2)NC(=O)NC1C (configuration not stated)
→ ·	·	-2.9%	·	-1.3%	3.7%	·	14.4%	·
- C[C@H](c1ccccc1)n1nnc(COCc2ccccc2)c1C#CCOCc1ccccc1
→ 1.3%	-6.5%	-4.4%	·	3.7%	4.5%	-6.9%	6.6%	-2.2%
- Cc1ccc(NC(=O)c2snc3c(=O)[nH]cnc23)cc1C
→ 5.0%	-1.1%	·	-2.8%	·	·	-1.2%	8.8%	6.4%
- COc1ccc(C(=O)N=c2sc3ccccc3n2C)cc1OC
→ 1.0%	3.9%	-6.4%	-0.9%	5.2%	0.6%	0.6%	10.7%	10.1%
- COc1cccc(CN2CC(C(=O)N(C)CCCC3CCCC3)CCC2=O)c1 (configuration not stated)
→ 0.7%	0.3%	-4.4%	·	2.1%	4.4%	-7.4%	8.1%	2.2%
- Cc1nn(C)cc1CNCc1ccc(OCC(O)CN(C)Cc2ccccc2)cc1 (configuration not stated)
→ 0.6%	-0.7%	1.8%	-1.2%	0.1%	8.6%	-2.2%	1.6%	-5.2%
- COc1ccccc1C1C2=C(COC2=O)Nc2cc3c(cc21)OCO3 (configuration not stated)
→ -0.7%	-2.5%	-3.2%	-1.1%	3.1%	4.0%	5.6%	17.3%	16.5%
- Cc1ccc(-n2ncc3c2CC(C)(C)CC3NC(=O)CCCN2CCCC2=O)cc1 (configuration not stated)
→ 1.4%	-0.9%	-3.5%	·	1.6%	5.4%	-6.9%	-4.7%	0.6%
- CCn1c(C)c(C(C)=O)c(N2CCN(C(=O)c3ccco3)CC2)nc1=S
→ -1.2%	1.7%	-3.4%	-0.9%	-0.6%	4.2%	-4.1%	2.6%	-5.1%
- S=C(NCC1CCCO1)Nc1ccc(Nc2ccccc2)cc1 (configuration not stated)
→ -2.8%	-1.9%	0.0%	-4.5%	8.0%	31.0%	-5.8%	32.0%	-20.8%
- COCCCNS(=O)(=O)c1cc2c3c(c1)C(C)C(=O)N3CCC2 (configuration not stated)
→ 2.5%	-0.1%	-5.4%	·	6.7%	5.5%	-1.1%	5.3%	12.2%
- COc1cccc(SCc2noc(C(=O)NCC3CCCO3)c2C(=O)O)c1 (configuration not stated)
→ 2.8%	4.8%	-10.4%	-0.5%	0.8%	2.8%	-9.8%	9.0%	-5.6%
- Nc1ccc(N2CCN(c3ccc(Cl)c(Cl)c3)CC2)cc1
→ -4.0%	-1.5%	1.3%	3.8%	4.3%	18.1µM*	3.0%	32.0%	-17.2%
- CC(=O)c1c(C)[nH]c(C(=O)OCC(=O)Nc2cc(C(F)(F)F)ccc2N2CCOCC2)c1C
→ -0.4%	0.4%	-8.3%	1.2%	-2.8%	11.7%	-0.4%	6.3%	-6.2%
- COc1cc(OC)c(S(=O)(=O)Nc2ccc(C(=O)O)cc2)cc1S(=O)(=O)Nc1ccc(C(=O)O)cc1
→ 2.0%	7.3%	-6.6%	·	1.2%	2.2%	-7.9%	9.3%	6.2%
- COc1cccc(Nc2ncnc3nc[nH]c23)c1
→ 2.1%	5.5%	-1.4%	-6.1%	3.1%	8.2%	-1.7%	0.1%	15.7%
- O=C(NCCNC1CCC(c2ccccc2)CC1)c1ccc(F)cc1 (configuration not stated)
→ -0.2%	-4.1%	-0.8%	2.7%	-4.0%	19.9%	-1.9%	10.2%	8.4%
- Cc1cccc(N2CCN(C(=O)CCCn3c(=S)[nH]c4cc5c(cc4c3=O)OCO5)CC2)c1C
→ -2.1%	-0.9%	-0.6%	-4.8%	44.1%	8.2%	11.2%	-0.4%	13.3%
- Cc1ccc(NC(=O)C(c2ccc(Cl)cc2Cl)N2CCCC2)cc1 (configuration not stated)
→ 3.7%	6.8%	-3.6%	-3.0%	3.4%	1.0%	-4.7%	13.9%	-6.5%
- Cc1cccc(C=Nc2ccc3c(c2)oc2ccccc23)c1O
→ -3.0%	-3.0%	-3.9%	-5.1%	6.1%	25.6%	-7.5%	4.5%	1.4%
- O=C(NC1CCN(Cc2ccccc2)CC1)c1cccc(S(=O)(=O)Nc2ccc(Br)cc2)c1
→ ·	·	-13.0%	·	9.6%	3.7%	·	21.6%	·
- COc1ccc(CNCCC2(O)CC(C)N(C)CC2C)cc1OC (configuration not stated)
→ 0.4%	-3.1%	·	·	-1.8%	7.4%	-14.6%	14.8%	7.2%
- Cc1[nH]c2ccccc2c1/C=N/NC(=O)CNC(=O)c1ccccc1
→ -0.8%	-9.9%	-0.8%	·	1.2%	9.5%	-1.0%	4.9%	-10.1%
- COC(=O)c1ccc(NC(=O)CN2CCN(S(=O)(=O)c3cc(Cl)ccc3OC)CC2)cc1
→ -2.9%	-0.7%	-4.8%	-2.4%	2.4%	13.7%	-4.0%	12.2%	27.9%
- O=C(Nc1ccn(Cc2ccccc2)n1)c1cccc(Cn2cc([N+](=O)[O-])cn2)c1
→ 1.2%	6.6%	-1.5%	-2.3%	2.1%	1.4%	-3.5%	4.9%	0.0%
- CSCC[C@H](NC(=O)c1cc([N+](=O)[O-])ccc1Cl)c1nc2ccccc2[nH]1
→ -0.1%	3.1%	-2.7%	-11.2%	0.8%	2.5%	1.4%	11.7%	4.9%
- CCC(=O)Nc1ccc(C(=O)NNC(=O)c2ccc([N+](=O)[O-])cc2)cc1
→ -1.5%	6.2%	-2.2%	-3.6%	-0.5%	6.3%	-4.5%	10.4%	-7.4%
- O=C(CNC(=O)c1ccc(Cl)cc1)OCc1nc2ccccc2s1
→ 2.2%	0.4%	-7.2%	-0.2%	3.1%	11.7%	-4.1%	-2.9%	-4.6%
- CCCn1c(SCC(=O)Nc2ccc3c(c2)OCCO3)nnc1-c1ccco1
→ 1.8%	-2.6%	3.2%	-2.2%	0.3%	5.4%	-8.2%	-2.8%	-5.1%
- COc1cc(NC(=S)NC(=O)c2ccccc2C)ccc1NC(=O)c1cccs1
→ -1.8%	-1.6%	-3.9%	-3.0%	4.8%	14.7%	4.0%	11.2%	8.5%

Exported with the structure last: entries from further up
HIV peptide binding	Siah-1 displacement	NS5 inhibitors	XIAP antagonists	RSV CPE inhibition	MgcRacGAP inhibition	LYP inhibition	SV40 large T antigen	AID2073	Compound
·	·	-2.9%	·	-1.3%	3.7%	·	14.4%	·	CCOC(=O)C1=C(COC(=O)CNC(=O)c2ccc(C(C)(C)C)cc2)NC(=O)NC1C (configuration not stated)
1.3%	-6.5%	-4.4%	·	3.7%	4.5%	-6.9%	6.6%	-2.2%	C[C@H](c1ccccc1)n1nnc(COCc2ccccc2)c1C#CCOCc1ccccc1
5.0%	-1.1%	·	-2.8%	·	·	-1.2%	8.8%	6.4%	Cc1ccc(NC(=O)c2snc3c(=O)[nH]cnc23)cc1C

(list continues)
Below each SMILES – HIV peptide binding	Siah-1 displacement	NS5 inhibitors	XIAP antagonists	RSV CPE inhibition	MgcRacGAP inhibition	LYP inhibition	SV40 large T antigen	AID2073
- O=C(Nc1c(Cl)cccc1Cl)C1CCC1
→ -0.3%	4.2%	2.4%	-5.5%	2.4%	6.4%	-10.2%	8.9%	-6.5%
- CCCCn1c(N)c(N(CCC(C)C)C(=O)c2cc(-c3ccco3)nc3ccccc23)c(=O)[nH]c1=O
→ 13.2%	31.3%	-1.3%	·	2.5%	7.8%	-4.9%	28.5%	18.3%
- Cc1nn(C(C)C(=O)NCc2ccccc2Cl)c(=O)c2c1sc1ccccc12 (configuration not stated)
→ -2.0%	-2.1%	-0.8%	-24.5%	3.5%	8.9%	0.7%	4.0%	3.7%
- O=C(COc1ccc2ccccc2c1)Nc1nc2ccccc2[nH]1
→ 1.1%	3.7%	11.0%	-3.8%	-0.7%	-0.7%	-7.1%	13.8%	3.8%
- C=CCc1cccc(/C=N/c2ncn[nH]2)c1O
→ -0.3%	-2.7%	-6.5%	0.1%	1.9%	4.5%	-3.8%	5.6%	4.8%
- C=CCNc1nc(C(=O)OCC(=O)Nc2c(Cl)cccc2C(F)(F)F)cs1
→ ·	·	3.6%	·	-1.4%	4.5%	·	3.3%	·
- COc1ccc(CCN2C(=S)N(C)C(=O)C2CC(=O)Nc2ccc(F)cc2)cc1 (configuration not stated)
→ 3.2%	-1.0%	·	·	8.4%	·	-7.1%	9.7%	-5.3%
- CCCc1c(C(=O)N/N=C/c2cccc3ccccc23)nnn1-c1nonc1N
→ 1.4%	2.1%	-8.9%	·	-0.6%	-23.9%	-17.1%	13.9%	7.3%
- O=C(O)c1ccccc1C(=O)c1ccc(Br)s1
→ 3.6%	0.1%	-43.4%	-8.5%	-1.7%	0.6%	-5.1%	5.3%	-5.6%
- O=C(CNCc1cccs1)Nc1cc(S(=O)(=O)N2CCCC2)ccc1Cl
→ -1.3%	-4.7%	10.3%	·	0.0%	16.1%	-10.6%	7.9%	4.6%
- Cn1nnc(NC(=S)NC(=O)c2cccs2)n1
→ 1.6%	-3.0%	·	0.1%	1.7%	5.3%	5.2%	4.6%	-14.2%
- O=C(CSc1ccc(-c2ccco2)nn1)N1CCCC1
→ 1.9%	20.5%	-3.0%	-10.4%	0.0%	11.5%	-2.7%	14.1%	36.0%
- O=C(OCc1ccccc1Cl)C1CC(=O)N(Cc2ccco2)C1 (configuration not stated)
→ ·	·	-6.7%	·	0.8%	1.6%	·	11.8%	·
- CC(OC(=O)Cc1c[nH]c2ccccc12)C(=O)Nc1ccccc1F (configuration not stated)
→ ·	·	-6.5%	·	3.5%	5.5%	·	9.4%	·
- Cc1csc2c(N3CCN(C(=O)Nc4ccc(OC(F)(F)F)cc4)CC3)ncnc12
→ -1.1%	-4.8%	3.8%	·	16.1%	16.7%	-2.0%	4.8%	3.8%
- Cc1ncc([N+](=O)[O-])n1CCOC(=O)c1ccccc1
→ 0.3%	0.4%	1.4%	-4.5%	1.2%	-5.1%	1.2%	-3.3%	7.0%
- Cc1ccc(C(=O)N/C(=C/c2ccco2)C(=O)Nc2cccc(C(=O)O)c2)cc1
→ 13.0%	-3.4%	·	·	1.0%	·	-3.6%	1.7%	7.2%
- NS(=O)(=O)c1ccc(CNC(=O)c2ccc(S(=O)(=O)C(F)F)cc2)cc1
→ 2.5%	-2.0%	-9.5%	·	0.4%	6.8%	-6.0%	11.7%	14.8%
- CC(=O)c1sc(NCCOc2ccc(C)cc2)nc1C
→ -1.5%	-10.0%	-6.2%	-1.0%	0.9%	6.2%	-3.6%	10.5%	6.3%
- Cc1ccn2c(=O)nc(SCC(=O)NCc3ccccc3)nc2c1
→ ·	·	-0.7%	·	1.4%	2.3%	·	15.0%	·
- C=CCn1c(=O)c2ccc(C(=O)NCc3ccccc3)cc2n(Cc2ccc(Cl)cc2)c1=O
→ 2.0%	11.8%	-4.8%	-0.9%	2.1%	-1.0%	-5.3%	4.7%	20.6%
- COc1ccc(N2CCN(C3CCCCC3NS(=O)(=O)c3ccccc3)CC2)cc1 (configuration not stated)
→ -1.8%	-0.9%	-8.0%	·	2.0%	8.9%	-9.4%	20.4%	-3.2%
- CCOC(CNC(=O)Cn1nc(Cc2ccncc2)c2ccccc2c1=O)OCC
→ -0.8%	-0.4%	-5.2%	·	-1.7%	7.8%	-5.3%	-1.9%	9.3%

MgcRacGAP inhibition, hit marks shown above
Below each SMILES – HIV peptide binding	Siah-1 displacement	NS5 inhibitors	XIAP antagonists	RSV CPE inhibition	MgcRacGAP inhibition	LYP inhibition	SV40 large T antigen	AID2073
- Nc1ccc(N2CCN(c3ccc(Cl)c(Cl)c3)CC2)cc1
→ -4.0%	-1.5%	1.3%	3.8%	4.3%	18.1µM*	3.0%	32.0%	-17.2%
